Source: PubChem BioAssay
All columns: NCI-60 one-dose screen, growth in % after 48 h at 10 µM unless noted; 100 = growth as untreated, 0 = no growth, -100 = all killed.
SNB-19: SNB-19 CNS cancer cells. actives 2.5% (n = 81,000). AID 1794751
HCT-116: HCT-116 colon cancer. actives 7.3% (n = 82,000). AID 1794798
HCT-15: HCT-15 colon cancer; actives 5.2% (n = 82,000); AID 1794746
HT29: HT29 colon cancer; actives 7.4% (n = 81,000)
COLO 205: COLO 205 colon cancer; actives 7.3% (n = 79,000)
HCC-2998: HCC-2998 colon cancer; actives 4.7% (n = 79,000); AID 1794799
SW-620: SW-620 colon cancer; AID 1794795; actives 5.2% (n = 82,000)
KM12: KM12 colon cancer cells | actives 5% (n = 82,000)
SNB-75: SNB-75 CNS cancer | actives 5% (n = 79,000)
Starred values were filed as active, the others as inactive; · = no result given; & = joins results of further samples; [ ] = dose if it differs, or a comment. Rule for the calls: active = growth percent below 10; inactive = the rest. No enrichment for hits; 10% or so of the library scored in one or more.

SMILES	SNB-19	HCT-116	HCT-15	HT29	COLO 205	HCC-2998	SW-620	KM12	SNB-75
CC1=C(CC(=O)c2cccc([N+](=O)[O-])c2)C(=O)c2ccccc2C1=O	13	9.0*	19	106	108	97	-41*	7.8*	-85*
CCOC(=O)c1cnc2ccccc2c1Nc1cccc(S(N)(=O)=O)c1	92	101	112	108	117	120	102	104	78
CCn1cc(C(=O)O)c(=O)c2cc(F)c(N3CCN(C(=O)c4ccc(Br)cc4)C(C)C3)c(F)c21 (centres undefined)	96	103	99	105	101	109	100	96	98
N#Cc1c(NC(=O)CN(Cc2ccccc2)Cc2ccccc2)sc2c1CCCCC2	99	82	88	100	108	101	92	113	105
CCCCc1oc2ccc([N+](=O)[O-])cc2c1C(=O)c1ccc(C#Cc2ccccc2F)cc1	97	74	87	68	92	88	89	92	94
Oc1[nH]c2cc(Cl)ccc2c1/C=c1/cc2c(c(-c3ccc(C(F)(F)F)cc3)n1)=Nc1ccccc1-2	100	85	99	95	92	101	97	90	90
CC(=O)C(C)C(C)=O	112	109	104	112	109	117	113	109	84
COc1cc2c(cc1OCCCCCn1c3ccccc3c3ccccc31)N=C[C@@H]1CCCN1C2=O	-50*	-76*	-74*	-46*	-86*	-95*	-79*	-11*	-11*
COc1cccc(-c2cn3cc(Cl)sc3n2)c1	98	95	94	100	111	104	106	110	101
COC(=O)c1ccc(C2C3=C(CC(c4ccc(F)cc4)CC3=O)Nc3ccccc3N2C(=O)c2ccccc2)cc1 (centres undefined)	99	94	103	97	92	104	98	100	87
COc1cc(NC(=O)c2sc3nc4c(cc3c2N)C(O)CCC4)cc(OC)c1 (centres undefined)	94	84	60	67	105	79	66	69	82
O=C(O)C(O)c1cccc2ccccc12 (centres undefined)	96	106	99	102	116	95	104	99	95
C=CCNC(=S)/N=C\c1c(C)[nH]n(-c2ccccc2)c1=O	101	100	107	102	108	109	96	108	91
COc1ccc(S(=O)(=O)NCCCNc2cc(-c3c(-c4cccc(OC)c4)nc4sccn34)ccn2)cc1	63	47	36	35	36	71	64	40	·
O=S(=O)(N/N=C/c1ccc(O)cc1O)c1cc(Cl)c(Cl)cc1Cl	108	110	104	91	118	96	108	54	106
CC(C)N1C(=O)C(C2SC(=S)N(C(C)C)C2=O)SC1=S (centres undefined)	96	99	95	99	118	104	102	101	73
Nc1nc(Cl)cc(-c2ccccc2)n1	104	110	102	100	116	94	108	95	95
O=C(O)CCNC(=O)CSc1nnc(-c2ccc(NC(=O)c3cccnc3)cc2)o1	107	101	106	111	108	113	114	120	115
Cc1[nH]c(-c2nc3ccccc3[nH]2)c(C)c1C(=O)NNc1ccccc1	97	100	89	97	·	103	94	108	91
C=C(C)[C@@H]1CC[C@]2(COC(C)=O)CC[C@]3(C)[C@H](CC[C@@H]4[C@@]5(C)CC[C@H](OC(=O)c6cccc(OC(C)=O)c6OC(C)=O)C(C)(C)[C@@H]5CC[C@]43C)[C@@H]12	97	104	104	91	106	103	101	97	94
CCOC(=O)C1=NN(c2ccccc2)C(=O)/C1=C/N1C(=O)/C(=C/c2ccc([N+](=O)[O-])cc2)SC1=S	92	82	98	96	108	95	106	85	84
COc1ccc(C(=O)CSc2cc[o+]cc2)cc1	109	107	106	105	105	115	100	110	91
CCOC(=O)/C=C/c1ccc([N+](=O)[O-])cc1	103&109	99&101	109&96	106&104	107&115	74	98&112	95&112	104&99
Oc1c(Cl)cc(Cl)c2ccc(Cn3cc(-c4cc(F)cc(F)c4)nn3)nc12	94	5.1*	42	69	70	103	4.8*	102	59
CC(=O)OCC1OC(OC(C)=O)C(NC(=O)NS(=O)(=O)c2ccc(CCNC(=O)c3cc(Cl)cc(Cl)c3)cc2)C(OC(C)=O)C1OC(C)=O (centres undefined)	100	103	100	101	120	113	102	103	77
Cc1ccc(S(=O)(=O)Oc2ccc(-c3ccc(Br)cc3)cc2)cc1	105	95	108	96	107	95	103	100	114
CC1CC/C(=N\N(C)C)c2ccccc21 (centres undefined)	105	104	98	108	103	102	97	100	90
CCS(=O)(=O)c1ccc(C(=O)NN)cc1	102&105	102&89	104&103	99&98	108&92	107&98	109&110	104&105	100&95
COc1ccc(C(=O)Cn2c(=O)cc(C#N)c3c4cccnc4ccc32)cc1	98	104	101	78	102	98	100	94	90
O=C(CSc1nnc2sc(Nc3cccc(Cl)c3)nn12)c1ccc(F)cc1	95	86	92	91	93	103	99	96	104
CC(=O)Nc1ccc2c(c1)/C(=C/C=C/c1ccc(N(C)C)cc1)c1ccccc1-2	112	81	35	60	76	81	97	41	85
CC(C)c1ccc(C(=O)Nc2sc3c(c2C(N)=O)CCC(=O)C3=O)cc1	97	92	71	110	104	119	105	99	98
Cc1ccc(S(=O)(=O)N2CCN(c3oc(-c4ccccc4)nc3C#N)CC2)cc1	77	82	78	85	94	92	99	92	86
CC(=O)NCCc1nc2ccccc2n1Cc1ccc(C(C)C)cc1	102	102	91	113	109	111	100	97	100
Cn1c[n+](C)c2ccccc21	104	96	97	121	115	·	98	136	90
CCCCC(=O)N(Cc1ccc(-c2ccccc2-c2nn[nH]n2)cc1)[C@H](C(=O)O)C(C)C	114	109	103	105	106	99	109	103	101
CS/C(=N\S(=O)(=O)c1ccccc1)NNC(=O)c1c(-c2c(Cl)cccc2Cl)noc1C	98	103&96	103&102	110&109	120&113	109&103	107&103	105&113	169&122
Nc1ccc2[nH]cc(-c3c4ccccc4cc4[nH]c5ccc(N)cc5c34)c2c1	98	98	104	98	113	98	97	102	106
O=C(O)C1(Nc2ccc([N+](=O)[O-])cc2[N+](=O)[O-])CCCC1	105	101	105	107	·	119	112	103	89
O=C(O)c1cccc(S)c1	99	102	108	78	124	102	104	109	93
CC1CCN(C2=NC(=O)/C(=C\c3ccc(OCc4ccc([N+](=O)[O-])cc4)cc3)S2)CC1	96	97	94	101	121	106	103	99	·
CCCCN(CCNc1ccc(C)c2sc3ccccc3c(=O)c12)CC(C)O (centres undefined)	·	72	75	59	86	95	92	82	80
COc1ccc(C(=O)/C=C/c2cn(-c3ccccc3)nc2-c2ccc(OCc3ccccc3)cc2)cc1	96	76	89	102	105	111	103	91	100
COc1cc2cc3c(nc2cc1OC)CCN3Cc1ccc(NC(=O)Nc2cc(Cl)cc(Cl)c2)cc1	89	89	87	105	103	89	89	80	67
COc1ccc(C2c3sc4c(F)cccc4c3Oc3ncnc(N)c32)cc1 (centres undefined)	99	102	102	121	108	122	96	96	94
C=CCN1C(=O)/C(=c2\sc3n(c2=O)NC2C(N=3)N(CC)C(=O)N2CC)c2ccccc21 (centres undefined)	44	15	25	20	11	38	34	24	·
C#CCCCNCCNc1ccnc2cc(Cl)ccc12	101	49	43	26	11	62	77	91	100
CCCCCCCC/C=C\CCCCCCCCOc1cccc(CC(=O)NCC[N+]2(C)CCCC2)c1	63	76	99	39	·	76	78	69	53
CCOC(=O)/C(C)=N\Nc1ccc([N+](=O)[O-])cc1	100	100	102	95	117	89	114	89	100
CC(=O)OCC(OC(C)=O)C(OS(C)(=O)=O)C(OS(C)(=O)=O)C(COC(C)=O)OC(C)=O (centres undefined)	98	98	99	99	103	97	102	108	82
CC(C)(C)CC(C)(C)n1nnnc1C(Nc1nccs1)c1cc2cccc3ccc4cccc1c4c32 (centres undefined)	90	98	95	104	114	103	101	99	92
O=c1[nH][nH]c2c(Cl)cccc12	100	107	99	103	105	·	99	109	97
CCO/C=N/C1=C(C#N)C(c2ccc(OC)cc2)c2sc3c(C)cccc3c2O1 (centres undefined)	28	12	18	10	16	21	33	19	28
COc1ccc(Nc2ncccc2NC(=O)c2cn(Cc3cc(OC)c(OC)c(OC)c3)nn2)c(OC)c1	102	99	105	104	112	80	106	107	112
COc1cc2nc(CCC(=O)Nc3cc(Cl)cc(Cl)c3)c(CC(=O)Nc3cc(Cl)cc(Cl)c3)cc2c(OC)c1OC	99	93	103	98	94	89	91	99	82
CCCCCCN(CCCCCC)C(C)=O	110	104	108	103	116	106	105	106	97
O=C(CC(O)(c1ccccc1)c1ccccc1)Nc1ccccn1	99	102	104	97	119	96	101	100	83
COc1cc2c(cc1OC)C(=O)/C(=C/C=C/c1c(C3CC3)nc3ccccc3c1-c1ccc(F)cc1)C2	99	88	100	92	107	105	97	102	85
C[C@]12ON=C(c3ccc(Cl)cc3)N1CCc1sccc12	91	100	94	·	95	111	96	100	87
Cc1ccccc1CNc1ncnc2[nH]ncc12	95	100	108	103	92	105	114	112	95

Arranged by heavy-atom count (smallest number first): five of the compounds above
SMILES	SNB-19	HCT-116	HCT-15	HT29	COLO 205	HCC-2998	SW-620	KM12	SNB-75
C[C@]12ON=C(c3ccc(Cl)cc3)N1CCc1sccc12	91	100	94	·	95	111	96	100	87
COc1ccc(C2c3sc4c(F)cccc4c3Oc3ncnc(N)c32)cc1 (centres undefined)	99	102	102	121	108	122	96	96	94
CCO/C=N/C1=C(C#N)C(c2ccc(OC)cc2)c2sc3c(C)cccc3c2O1 (centres undefined)	28	12	18	10	16	21	33	19	28
COc1ccc(C(=O)/C=C/c2cn(-c3ccccc3)nc2-c2ccc(OCc3ccccc3)cc2)cc1	96	76	89	102	105	111	103	91	100
COc1ccc(Nc2ncccc2NC(=O)c2cn(Cc3cc(OC)c(OC)c(OC)c3)nn2)c(OC)c1	102	99	105	104	112	80	106	107	112

(more compounds)
SMILES	SNB-19	HCT-116	HCT-15	HT29	COLO 205	HCC-2998	SW-620	KM12	SNB-75
O=C1NC(=O)C2(CCCCC2C2CCCCC2)N1 (centres undefined)	104&106	100&96	99&112	108&112	107&102	108&105	95&105	103&112	97&85
COc1nc(OC)nc(-c2cnc3cc(N(C)C)ccc3c2)n1	106	78	103	96	104	103	104	100	94
Cc1nc(N)ncc1CCC1OCCO1	111	106	102	109	115	118	101	101	107
CCCN1CC(C(=O)OCC)C(=O)C1=O (centres undefined)	103	99	103	104	114	103	101	112	93
C(#Cc1ccccc1)COCC1CO1 (centres undefined)	102	92	101	91	139	99	98	104	30
CC(=O)OCCNc1ccccc1	96	92	99	108	115	99	101	103	89
Clc1ccc(SCCSc2ccc(Cl)cc2)cc1	110	105	98	102	105	107	105	98	88
C=CC(C)(O)CC/C=C(\CO)C(=O)OCC1OC(OC(=O)[C@]23CCC(C)(C)C[C@H]2C2=CC[C@@H]4[C@@]5(C)CC[C@H](OC6OC(COC7OC(C)C(O)C(O)C7OC7OCC(O)C(O)C7O)C(O)C(O)C6NC(C)=O)C(C)(C)[C@@H]5CC[C@@]4(C)[C@]2(C)C[C@H]3O)C(OC2OCC(O)(CO)C2O)C(O)C1O (some centres undefined)	104	94	142	109	94	118	106	114	96
COc1ccccc1NC(=O)N=Nc1c(O)[nH]c2ccccc12	90	93	94	105	85	94	84	95	83
O=C(Cn1c(=O)[nH]c2ccccc2c1=O)N1CCOCC1	94	97	106	104	132	102	108	101	99
Cc1onc(-c2ccccc2Cl)c1C(=O)Cl	99	105	98	106	108	102	103	119	78
OCCN1CCN(CCCN2c3ccccc3Sc3ccc(C(F)(F)F)cc32)CC1	63	2.3*	18	-43*	-82*	-83*	-31*	9.9*	46
S=c1[nH]nc(Nc2cccc3ccccc23)s1	90	105	100	121	117	88	102	103	96
Oc1ccc(-c2nnc(Nc3ccc(C(F)(F)F)cc3)o2)cc1	97	103	106	85	111	107	101	101	97
O=C(C(c1ccccc1)C(O)(c1ccccc1)c1ccccc1)N1CCOCC1 (centres undefined)	105	90	106	104	98	108	105	97	86
O=C(O)c1cc(I)ccc1I	104	104	103	107	114	·	96	114	89
COc1ccccc1-[n+]1cc(-c2ccc(-c3ccc(S(C)(=O)=O)cc3)cc2)n2c1CCCCC2	87	85	111	98	63	88	98	99	96
CC1(C)NCCC[C@]2(C)[C@H]3C=CC4=C5C[C@](C)(CO)CC[C@]5(C)CC[C@@]4(C)[C@]3(C)CC[C@@H]12	-90*[100 µM]	-77*[100 µM]	-89*[100 µM]	-62*[100 µM]	-56*[100 µM]	-79*[100 µM]	-81*[100 µM]	-86*[100 µM]	-98*[100 µM]
O=C(O)c1ccc(-n2cc(CNc3ccc(F)cc3)c(-c3cc(C(F)(F)F)cc(C(F)(F)F)c3)n2)cc1	75	62	50	79	95	79	76	64	105
O=[N+]([O-])c1ccc(N2CCOCC2)c([N+](=O)[O-])c1	102	102	113	102	105	91	93	110	·
CCOC(=O)C1=C(C(=O)c2cccc3ccccc23)C(c2ccccc2[N+](=O)[O-])C(C(=O)c2cccc3ccccc23)=C(C(=O)OCC)N1	·	84	94	108	119	103	96	96	108
C[C@@H](Oc1cc(-c2cnn(C3CC4(CCNCC4)C3)c2)cnc1N)c1c(F)ccc(Cl)c1Cl	62	-22*	1.8*	-57*	-8.9*	6.3*	-46*	·	-3.5*
CCOC(=O)CC1c2nc3ccccc3cc2CN1C(=O)OCC (centres undefined)	90	100	105	97	109	108	115	110	90

Record cards, from the list above. Values in the order: SNB-19, HCT-116, HCT-15, HT29, COLO 205, HCC-2998, SW-620, KM12, SNB-75
Entry for O=C(C(c1ccccc1)C(O)(c1ccccc1)c1ccccc1)N1CCOCC1 (centres undefined) : 105, 90, 106, 104, 98, 108, 105, 97, 86
Entry for O=[N+]([O-])c1ccc(N2CCOCC2)c([N+](=O)[O-])c1 : 102, 102, 113, 102, 105, 91, 93, 110, ·
Entry for Cc1nc(N)ncc1CCC1OCCO1 : 111, 106, 102, 109, 115, 118, 101, 101, 107
